4MU fluor: 4-MU region autofluorescence. compound autofluorescence, 340/450 nm, 4-MU equivalents; stronger effect = higher value. max dye-equivalent concentration, M. actives 11% (n = 59,000). AID 589; in the data active = max dye-equivalent concentration above about 10 nM; inconclusive = mostly about 1.1 nM to 9.6 nM
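Compounds in 100 mM Tris, pH 8.0, incubated 15 min at room temperature, then fluorescence read at 340 nm excitation/450 nm emission. Signal converted to 4-MU dye-equivalent concentration using an on-plate six-point 4-MU standard curve.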
Hsp90 Hop PPI: changes Hsp90-Hop TPR2A binding signal, up or down; AlphaScreen TPR2A-His6 binding biotin-Hsp90 C-terminal peptide; Potency, µM (titrated, usually from 57 µM), without a hit: top-dose activity change, negative = inhibition; actives 0.44% (n = 71,000); AID 595; active = well fitted curve in either direction with a large enough effect; inconclusive = small, poorly fitted or top-dose-only effect, or another doubt; also: potency is read from the fitted curve at half-maximal effect; % is scaled to controls: 0 for no effect and ±100 for the full control effect; many of its hits are not listed in these tables
Rhodamine fluor: compound fluoresces in the rhodamine spectral region; max dye-equivalent concentration, M; Rhodamine-region fluorescence, 547/598 nm, Tris buffer; stronger effect = higher value; actives 0.05% (n = 59,000); in the data active = max dye-equivalent concentration above about 11 nM; inconclusive = between about 1.1 nM and that limit
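A six-point rhodamine series on each plate calibrates the signal. Compounds sit in 100 mM Tris (pH 8.0) for 15 min at ambient temperature before imaging through 547 nm/598 nm filters.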
Ub-GFP proteasome: ubiquitin-GFP accumulation via proteasome inhibition; 67,000 tested, under 10 active; AID 526; Potency, µM (doses to about 45.9 µM), for the others: top-dose activation (GFP accumulation), hits mostly activators; Ubiquitin-GFP reporter cells, proteasome inhibition, GFP fluorescence; response scale: untreated = 0%, 10 µM MG-132 = 100%; active = well fitted activation curve with a large enough effect, not every such curve was filed as active; inconclusive = small, poorly fitted or top-dose-only effect, or another doubt; inactive = no such curve, though single readings can be large or run the other way; also: potency is read from the fitted curve at half-maximal effect
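U2OS cells stably expressing ubiquitin(G76V)-GFP, seeded overnight in 0.5% FBS medium, were exposed to compounds (qHTS, 46 uM to 2.9 nM) for 4 hr at 37 °C. GFP-positive cells were counted by laser cytometry (488 ex/515 em), normalized between basal and 10 uM MG-132.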
HADH2 inh: inhibitors of human HADH2 dehydrogenase; Q99714; recombinant HADH2, NADH fluorescence, beta-hydroxybutyryl-CoA; Potency, µM (top dose mostly 57.1 µM), for the others: top-dose activity change, negative = inhibition, most hits filed as inhibitors; actives 3.4% (n = 73,000); AID 886; also: potency is read from the fitted curve at half-maximal effect; % is scaled to controls: 0 for no effect and ±100 for the full control effect; nearly all actives have a fitted effect of over 60% in size; many of its hits are not listed in these tables
Target sequence (Q99714 whole entry, looked up, one chain of several): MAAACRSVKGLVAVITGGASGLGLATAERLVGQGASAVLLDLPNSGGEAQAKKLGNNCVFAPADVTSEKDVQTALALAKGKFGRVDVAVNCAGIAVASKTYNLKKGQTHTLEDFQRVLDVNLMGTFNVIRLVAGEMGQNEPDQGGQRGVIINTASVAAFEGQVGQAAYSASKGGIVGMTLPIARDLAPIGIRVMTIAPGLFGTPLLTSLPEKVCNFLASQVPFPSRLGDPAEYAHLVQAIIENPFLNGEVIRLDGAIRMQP
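E. coli-expressed His-tagged HADH2 tested at 20 nM in alkaline Tris buffer (pH 9.0); oxidation of 90 uM beta-hydroxybutyryl-CoA with 1 mM NAD+ tracked fluorimetrically for 4 min.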
Pol III holo inh: blocks replication by bacterial DNA polymerase III holoenzyme; reconstituted DNA polymerase III holoenzyme replication, biochemical; Potency, µM (highest dose often 57.1 µM), inactives show at the highest dose activity change, negative = inhibition; actives 0.25% (n = 71,000); also: potency is read from the fitted curve at half-maximal effect; % is scaled to controls: 0 for no effect and ±100 for the full control effect
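Reconstituted *E. coli* holoenzyme (0.35 nM Pol III, 1 nM beta, 154 nM SSB, 2 nM primase) was preincubated with compound for 15 min at RT. Synthesis on 1.4 nM ssM13Gori ran 35 min, then was stopped with PicoGreen/EDTA and read as dsDNA fluorescence.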
15-hLO inh: 15-hLO (ALOX15) enzyme inhibition; purified 15hLO-1, xylenol orange hydroperoxide absorbance; Potency, µM (series often up to 57.1 µM), for inactives: at the top dose activity change, negative = inhibition, hits mostly inhibitors; P16050; actives 1.4% (n = 74,000); also: potency is read from the fitted curve at half-maximal effect; % is scaled to controls: 0 for no effect and ±100 for the full control effect; nearly all actives have a fitted effect of over 55% in size
Target sequence (P16050 whole entry, looked up): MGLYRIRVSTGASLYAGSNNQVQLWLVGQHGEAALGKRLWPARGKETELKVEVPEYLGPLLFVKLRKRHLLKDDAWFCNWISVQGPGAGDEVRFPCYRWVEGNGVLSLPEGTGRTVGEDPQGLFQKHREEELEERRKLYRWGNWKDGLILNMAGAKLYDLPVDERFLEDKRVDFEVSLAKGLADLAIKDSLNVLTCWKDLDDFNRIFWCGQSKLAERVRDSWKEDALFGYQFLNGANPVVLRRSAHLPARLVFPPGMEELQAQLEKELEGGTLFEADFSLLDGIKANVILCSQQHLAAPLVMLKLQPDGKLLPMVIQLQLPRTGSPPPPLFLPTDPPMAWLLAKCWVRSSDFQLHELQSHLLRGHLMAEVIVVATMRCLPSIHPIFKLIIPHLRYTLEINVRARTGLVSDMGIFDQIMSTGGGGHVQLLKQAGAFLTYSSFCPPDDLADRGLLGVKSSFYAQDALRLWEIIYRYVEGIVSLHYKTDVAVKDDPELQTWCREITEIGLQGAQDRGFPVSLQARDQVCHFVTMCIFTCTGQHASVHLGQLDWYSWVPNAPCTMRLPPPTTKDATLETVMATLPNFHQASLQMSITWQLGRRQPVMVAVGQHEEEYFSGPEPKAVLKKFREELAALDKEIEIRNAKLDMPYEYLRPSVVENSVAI
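Hydroperoxide formed from arachidonic acid (50 uM) by purified human 15hLO-1 (40 nM) oxidizes ferrous iron, and the ferric-xylenol orange complex is read at 573 versus 405 nm. Compounds were preincubated 15 min; reaction ran 6 min at room temperature.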
Epigenetic mod: derepresses silenced GFP locus in mouse C127i cells; mouse C127i GFP locus derepression, cytometry, 30 h; Potency, µM (series often up to 46.1 µM), for the others: at the highest dose GFP derepression (activation); actives 0.09% (n = 68,000); AID 597; also: % of control where 0% means no effect
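Locus derepression in mouse mammary C127i cells whose integrated CMV-GFP reporter is normally silent; GFP expression after 30 h compound treatment was quantified by counting fluorescent cells.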
HBB splice mod: alters splicing of the hemoglobin beta chain | HBB splicing reporter cell assay, activation; EGFP reporter with mutant IVS2-654 intron; response scale: normalised to 500 nM splice-correcting PNA | actives 0.06% (n = 65,000) | Potency, µM (doses to about 46.1 µM), inactives show at the top dose activation, most hits filed as activators | AID 925; also: potency is read from the fitted curve at half-maximal effect; 0% is about no effect
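Compounds were applied for 2 days to HeLa EGFP-654 cells, 500/well in Optimem with 2% FCS. The reporter's EGFP is disrupted by mis-splicing of beta-globin intron IVS2-654. Readout: summed well GFP fluorescence from 488 nm laser scanning; reference was 500 nM antisense […] 654 PNA.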
Fluorescein fluor: compound fluoresces in the fluorescein spectral region | AID 593 | Compound autofluorescence, 480/540 nm, fluorescein-equivalent; stronger effect = higher value | actives 0.91% (n = 59,000) | max fluorescein-equivalent concentration, M; in the data active = max fluorescein-equivalent concentration above about 10 nM; inconclusive = between about 1.1 nM and that limit
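First, buffer (100 mM Tris, pH 8.0) dispensed; second, compounds and fluorescein standards pinned in; third, 15 min room-temperature incubation; finally, imaging at ex 480 nm/em 540 nm. Fluorescence normalized against the six-point fluorescein curve.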
TexasRed autofl: compounds fluorescent in Texas Red spectral region; actives 0.06% (n = 59,000); Compound fluorescence, Texas Red channel, 547/618 nm; stronger effect = higher value; AID 587; max dye-equivalent concentration, M; in the data active = max dye-equivalent concentration above about 10 nM; inconclusive = between about 1.1 nM and that limit
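Fluorescence at ex 547/em 618 nm, normalized against an on-plate Texas Red standard series to give dye-equivalent concentration per compound concentration. Buffer 100 mM Tris, pH 8.0; 15 min RT incubation before CCD imaging.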
The depositor's hits bear a star; i = inactive; u = inconclusive; x = not tested or not shown; [ ] = another dose, or the depositor's remark. Unless noted, calls follow the shape of the dose curve; as a rule, active = well fitted curve in the direction sought with a large enough effect; inconclusive = small, poorly fitted or top-dose-only effect, or another doubt; inactive = no such curve, though single readings can be large; an effect the other way counts as inactive or inconclusive. Some of the compounds tested. The share of hits here may be higher or lower than overall.

SMILES | 4MU fluor | Hsp90 Hop PPI | Rhodamine fluor | Ub-GFP proteasome | HADH2 inh | Pol III holo inh | 15-hLO inh | Epigenetic mod | HBB splice mod | Fluorescein fluor | TexasRed autofl
CC1(C)CC(=O)C(C#N)=C(NCCCO)C1 | x | -3.2% | x | 0.0% | -3.1% | 4.1% | 1.6% | 4.2% | 0.3%[9.22 µM] | x | x
CN(CC(=O)NCCc1ccccc1)S(=O)(=O)c1cccs1 | i | 1.5% | i | 24.1% | 2.7% | -4.4% | 7.6% | 6.0% | -1.2% | i | i
Cn1c(N2CCN(C(=O)Nc3ccc(C(F)(F)F)cc3)CC2)nc2ccccc21 | i | -4.3% | i | 0.0% | 7.1% | 3.6% | -2.4% | -1.5% | x | i | i
Cc1ccccc1OCC(O)Cn1c(N2CCN(c3ccccc3)CC2)nc2c1c(=O)[nH]c(=O)n2C (stereo unspecified) | i | x | i | x | x | x | x | 0.4%[20.6 µM] | x | i | i
CCOC(=O)N1CCN(C(=O)c2cn(CC)c3ccc(S(=O)(=O)N4CCCC4)cc3c2=O)CC1 | i | 0.1% | i | -4.5% | 1.4% | 0.1% | 6.1% | 1.0% | 3.8% | u | i
N=c1n(CCN2CCCCC2)c2ccccc2n1CC(O)COc1ccccc1 (stereo unspecified) | i | -3.8% | i | -1.4% | 10.9% | -2.6% | u | 0.0% | -0.9% | i | i
COc1cccc(C2=NOC(C(=O)NCc3ccco3)C2)c1 (stereo unspecified) | i | -0.1% | i | 10.4% | 2.4% | -0.1% | 17.0% | 7.2% | 1.6% | i | i
C=CCn1c(SCn2nnc3ccccc3c2=O)nnc1-c1ccc(Br)cc1 | i | -1.3% | i | 0.8% | 5.9% | 1.9% | -4.7% | -0.1% | 0.2% | u | i
CCOC(=O)N1CCN(C(=O)C2CCC(CNS(=O)(=O)c3ccc(Cl)cc3)CC2)CC1 (stereo unspecified) | i | 1.7% | i | -4.7% | 3.4% | 0.5% | -0.7% | 0.0% | 0.0% | i | i
CCOC(=O)C1C(=O)C=C(c2ccc(OC)cc2)CC1c1ccco1 (stereo unspecified) | u | 16.0% | i | 19.5% | -6.2% | -4.7% | -13.0% | 6.5% | 1.0% | i | u
CCOC(=O)n1ccn(C)c1=S | i | -2.5%[26 µM] | i | -4.4%[20.5 µM] | -3.4%[25.6 µM] | -4.9%[25.6 µM] | -4.1% | 3.4%[20.6 µM] | 1.6%[20.6 µM] | u | i
CCOc1ccccc1CNC(=O)C1CCN(c2nc3ccccc3o2)CC1 | i | -1.2% | i | -1.7% | 2.2% | -5.5% | -5.6% | 8.0% | -2.5%[57.5 µM] | i | i
Cc1cc(C)n(-c2ccc(C(=O)OCC(=O)NCc3ccco3)cc2)n1 | i | -2.6% | i | 4.1% | 5.4% | -6.0% | -11.0% | 0.0% | -0.2%[57.5 µM] | u | i
Cc1ccc(CNC(=O)CCc2c(C)nc3ncnn3c2C)cc1 | i | -2.4% | i | 3.4% | 5.8% | 5.6% | 2.0% | -2.0% | -1.2% | u | i
CCOC(=O)c1[nH]c2ccc(OC)cc2c1NC(=O)CN1CCC2(CC1)OCCO2 | 1.63e-07M* | -4.4% | i | 7.1% | u | 0.0% | 3.3% | 0.0% | 4.4%[1.84 µM] | i | u
O=C(NCCN1CCc2ccccc2C1)C1CCN(S(=O)(=O)N2CCC3(CC2)OCCO3)CC1 | i | 4.0% | i | -6.1% | 0.1% | -5.6% | -7.0% | -4.2% | 1.5% | i | u
C/C(NC(=O)c1cccs1)=C1\C(=O)C[C@@H]2[C@H]1C2(C)C | i | x | i | x | x | x | x | 2.6%[20.6 µM] | x | i | i
O=C(CCCCCN1C(=O)CCC1=O)Nc1ccc2c(c1)OCCO2 | i | -0.4% | i | 3.8% | -12.2% | -2.0% | -4.7% | 3.8% | -1.6% | i | i
CC(=O)NC(CCS(C)(=O)=O)C(=O)Nc1cc(Cl)ccc1Cl (stereo unspecified) | x | -0.6% | x | 3.5% | -4.6% | -3.1% | 5.8% | x | 0.0% | x | x
C=C(C)c1ccc(C(C)(C)NC(=O)NCc2ccco2)cc1 | i | -2.1% | i | 1.9% | 8.6% | -1.3% | -1.7% | 4.3% | 5.4%[0.369 µM] | u | i
COC(=O)c1ccc(C(NC(=O)OCc2ccccc2)/C(=C/[C@@H](C)C(=O)NCc2ccc(S(C)(=O)=O)cc2)c2cccnc2)cc1 (stereo partly specified) | x | 1.4% | x | x | -2.2% | -1.8% | 2.3% | x | -0.2% | x | x
O=C(/C=N/O)NCCN1CCCCC1 | i | -5.0% | i | -8.8% | -3.9% | -4.8% | 8.5% | 0.0% | x | i | i
CCc1cc2c(=O)c(-c3nc4ccccc4n3C)c(C)oc2c(CN2CCOCC2)c1O | x | -9.1%[11 µM] | x | 6.2%[9.17 µM] | -28.4%[11.4 µM] | -0.6%[11.4 µM] | 3.6%[11.4 µM] | -1.5% | -0.4%[0.0738 µM] | x | x
CN(C(=O)COc1cccc(Br)c1)C1CCS(=O)(=O)C1 (stereo unspecified) | i | -2.3% | i | -2.8% | -9.2% | 3.0% | 9.6% | -2.0% | -1.1% | i | i
O=C(Nc1ncccn1)C1CCCN1S(=O)(=O)c1ccc(Cl)c(Cl)c1 (stereo unspecified) | i | -1.3% | i | -6.1% | 7.9% | -5.0% | 0.6% | 4.8% | 4.7% | i | i
CCOCCCNC(=O)C1CCCN1S(=O)(=O)c1ccc(Cl)cc1 (stereo unspecified) | i | 0.5% | i | 2.4% | 10.3% | -2.9% | 4.6% | -1.9% | x | u | i
C=CCNC(=O)C1CC(=O)N(c2ccc(C)cc2)C1 (stereo unspecified) | x | -3.9% | x | -12.5% | 5.6% | 2.7% | 4.9% | -2.3% | 0.5% | x | x
C=CCNC(=O)C1CC(=O)N(c2ccc(OCC(=O)Nc3ccccc3)cc2)C1 (stereo unspecified) | 2.73e-07M* | -1.1% | i | 2.6% | 17.9% | -8.4% | 7.2% | 0.0% | 0.0% | i | i
O=C1C2=C(Nc3cc([N+](=O)[O-])ccc3N2)O[C@@H]1c1ccc([C@H]2OC3=C(Nc4ccc([N+](=O)[O-])cc4N3)C2=O)cc1 | i | -11.2%[11 µM] | i | 7.9%[9.17 µM] | 3.16µM* | -5.0%[11.4 µM] | u | 0.1%[9.22 µM] | -0.4%[9.22 µM] | i | i
c1ccc(NCc2nc(-c3ccccc3)no2)cc1 | i | 11.8% | i | 6.1% | 10.2% | 6.7% | 1.5% | 0.0% | -0.1% | i | i
O=C(O)c1oc2ccccc2c1CN1CCN(c2ccccc2)CC1 | i | -3.6% | i | 25.4% | -5.4% | -10.3% | 9.7% | -2.6% | 1.8% | i | i
Cc1ccc(S(=O)(=O)c2c(N)n(C)c3nc4ccccc4nc23)cc1 | 2.47e-06M* | 14.7% | i | 4.4% | 31.6µM* | -5.4% | u | -2.2% | -2.6%[57.5 µM] | i | u
Cc1cc2c(=O)[nH]c(N)nc2nc1C | u | -0.6%[11 µM] | i | -6.2%[9.17 µM] | -4.2%[11.4 µM] | -16.6%[11.4 µM] | 3.1%[11.4 µM] | -1.3%[9.22 µM] | -0.8%[9.22 µM] | i | i
COC(=O)CC(=O)CSc1nc2c(cc1C#N)CCCCC2 | 2.93e-08M* | -0.6% | i | 9.1% | -19.9% | -5.0% | -29.6% | 0.0% | -0.1% | i | i
COC(=O)C1=C(C)OC(N)=C(C#N)C1c1ccccc1F (stereo unspecified) | x | 1.1% | x | -17.4% | -0.7% | -3.8% | -5.0% | 0.0% | -1.0% | x | x
COCCNC(=O)c1ccccc1NC(=O)COc1ccccc1 | i | 2.4% | i | 2.3% | 8.2% | -2.4% | 1.2% | -0.2% | 0.8% | u | u
ClC/C=C/CCl | x | 1.0% | x | x | -10.9% | 2.5% | -5.3% | x | -0.2% | x | x
CSc1ccccc1C(=O)Nc1cccc(N(C)S(C)(=O)=O)c1 | i | -0.9% | i | -2.5% | -2.9% | -3.8% | -5.2% | 9.7% | -1.1% | u | i

Screening results: PubChem BioAssay, National Center for Advancing Translational Sciences (NCATS)
